# IMPase inh: qHTS Assay for Identifying the Cell-Membrane Permeable IMPase Inhibitors. 120,000 tested, under 10 active. AID 901, 2007. inhibition (IP1 accumulation), % at 46.1 µM. CHO-M1 cells, IP1 accumulation, HTRF TR-FRET ratio; active = well fitted curve in the direction sought with a large enough effect in the signal ratio, not every such curve was filed as active; inconclusive = small, poorly fitted or top-dose-only effect, or a change in a side signal; inactive = no such curve, though single readings can be large or run the other way; the % refers to the signal ratio;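 note: cells stimulated with carbachol in lithium chloride buffer; plate controls were DMSO basal wells for no effect and reference inhibitor wells for full effect; higher means more IMPase inhibition seen as more IP1 and lower FRET ratio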
# Target sequence (P97697 whole entry, looked up): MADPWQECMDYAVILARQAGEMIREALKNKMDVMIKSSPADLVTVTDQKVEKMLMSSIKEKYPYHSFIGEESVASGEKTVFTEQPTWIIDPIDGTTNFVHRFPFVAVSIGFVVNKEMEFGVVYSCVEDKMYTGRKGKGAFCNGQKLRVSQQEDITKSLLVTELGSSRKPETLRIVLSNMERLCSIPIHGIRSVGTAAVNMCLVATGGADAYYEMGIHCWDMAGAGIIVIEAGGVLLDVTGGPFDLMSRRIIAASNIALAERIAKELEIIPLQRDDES
#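 In this qHTS, compounds (final up to 46 uM) act on CHO-M1 cells that are then activated through the M1 receptor with carbachol, in pH 7.4 buffer containing 50 mM LiCl, for 30 min. IP1 accumulation is quantified by the IP-One immunoassay.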
# ALOX12 inhib: qHTS Assay for Inhibitors of 12-hLO (12-human lipoxygenase); Polyunsaturated fatty acid lipoxygenase ALOX12 (Homo sapiens), P18054; purified 12-hLO, xylenol orange hydroperoxide absorbance; Potency, µM (titrated, usually from 57.1 µM), inactives show top-dose activity change, negative = inhibition, usual class: inhibitors; 0.12% of 150,000 active; note: potency is the fitted concentration of half-maximal effect; nearly all actives have a fitted effect of over 55% in size; many of its hits are not listed in these tables
# Target sequence (P18054 whole entry, looked up): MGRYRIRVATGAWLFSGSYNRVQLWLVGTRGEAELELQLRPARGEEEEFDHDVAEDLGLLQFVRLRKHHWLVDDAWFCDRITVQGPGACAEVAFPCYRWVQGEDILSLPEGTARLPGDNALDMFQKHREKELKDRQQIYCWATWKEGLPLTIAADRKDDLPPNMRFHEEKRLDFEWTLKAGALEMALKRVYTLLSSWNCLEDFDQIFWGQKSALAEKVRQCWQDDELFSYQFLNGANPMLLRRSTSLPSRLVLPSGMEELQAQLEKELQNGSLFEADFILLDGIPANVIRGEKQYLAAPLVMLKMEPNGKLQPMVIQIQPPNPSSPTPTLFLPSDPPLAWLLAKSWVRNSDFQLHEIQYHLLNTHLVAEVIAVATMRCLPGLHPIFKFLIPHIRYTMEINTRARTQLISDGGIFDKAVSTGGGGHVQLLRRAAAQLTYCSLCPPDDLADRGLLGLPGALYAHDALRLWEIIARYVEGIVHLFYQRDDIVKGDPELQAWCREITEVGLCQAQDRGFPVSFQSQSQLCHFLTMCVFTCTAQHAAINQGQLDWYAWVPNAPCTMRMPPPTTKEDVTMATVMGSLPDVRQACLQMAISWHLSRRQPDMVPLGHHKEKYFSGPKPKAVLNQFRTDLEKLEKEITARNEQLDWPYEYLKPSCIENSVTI
#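 Hydroperoxide formation by human 12-lipoxygenase from 40 uM arachidonic acid was followed colorimetrically via ferric-xylenol orange complex, using the 573/405 nm absorbance ratio. Enzyme concentration was 150 nM, with 30 min reaction at room temperature.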
# PNC inhibitor: High Content Assay for Compounds that inhibit the Assembly of the Perinucleolar Compartment; PC3M PTB-GFP, PNC prevalence imaging, 16 h; stronger effect = lower value; 3.1% of 140,000 active; activity change (PNC), negative = inhibition, % at 10 µM;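 active = readout at or below -70, meaning at least 70% loss of cells showing the perinucleolar compartment, a nuclear body marking cancer cells; inconclusive = readout between -30 and a set limit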;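 note: plate controls were DMSO wells for no effect and camptothecin positive control wells for full effect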
#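 PC3M cells stably expressing PTB-GFP, 750–1000 cells/well, treated 16 h at 37 °C with compound (23 nl of library stock), in duplicate. After paraformaldehyde fixation and Hoechst stain, imaged at 20x; PNC prevalence scored by image analysis.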
# 15-hLO-2 inh: qHTS Assay for Inhibitors of 15-hLO-2 (15-human lipoxygenase 2); purified 15hLO-2, xylenol orange hydroperoxide absorbance; Potency, µM (titrated, usually from 57.1 µM), inactives show top-dose activity change, negative = inhibition, actives largely listed as inhibitors; 0.56% of 110,000 active; AID 881, 2007; note: potency is the fitted concentration of half-maximal effect; nearly all actives have a fitted effect of over 60% in size; many of its hits are not listed in these tables
#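 Screening format was qHTS against 50 nM purified 15hLO-2 in Hepes pH 7.5 with detergent. Activity follows hydroperoxide formation from 45 uM arachidonic acid, measured as 573:405 nm absorbance ratio of the ferric-xylenol orange complex.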
# * marks the source's active call; other numbers are inactive results; ? = inconclusive; . = not tested or not shown; [ ] = remark or other dose. Unless noted, calls come from the whole dose curve; as a rule, active = well fitted curve in the direction sought with a large enough effect; inconclusive = small, poorly fitted or top-dose-only effect, or another doubt; inactive = no such curve, though single readings can be large; an effect the other way counts as inactive or inconclusive. Unless noted, % is set by controls: 0 for no effect and ±100 for the full control effect. This is a subset. The share of hits here may be higher or lower than overall.
SMILES,IMPase inh,ALOX12 inhib,PNC inhibitor,15-hLO-2 inh
COCCNC(=O)CN(c1ccc(OC)c(OC)c1)S(=O)(=O)c1ccc(C)cc1,3,-7%,-106*,-5%
COc1ccc(OC)c(NC(=O)c2cc(S(=O)(=O)NCc3ccco3)ccc2F)c1,8,-3%,-26,-13%
CCOc1ccccc1Oc1ccc(C(F)(F)F)cn1,-10,-3%,-15,0%
CC1CCCC(C)N1/N=C/c1ccc(Cl)cc1 (stereo not given),-2,6%,49,-11%
O=C(O)CCc1n[nH]c(=S)[nH]c1=O,-2,-1%,-8,.
Cc1c(C(=O)N/N=C/c2ccc(O)cc2)sc(=S)n1C,.,-3%,?,.
CCOC(=O)c1c(N)nn(C(=O)C(C)(C)C)c1-c1ccccc1,5,6%,10,-2%
O=C(CSCc1ccccc1Cl)NN1C(=O)c2ccccc2C1=O,5,-3%,-26,-10%
CCOc1ccc(NC(=O)CSc2nnc(-c3ccoc3C)n2CC2CCCO2)cc1 (stereo not given),0,-1%,-8,.
Fc1ccc(-c2n[nH]c(=S)n2/N=C/c2c[nH]c3ccccc23)cc1,1,-2%,29,.
COc1ccc(/C=N/Nc2cc(C)nc(-n3nc(C)cc3C)n2)c(OC)c1,.,1%,-1,.
O=C(Nc1nnc(SCc2ccccc2Cl)s1)c1cccc([N+](=O)[O-])c1,-12,-3%,27,.
COC(=O)NNC(=O)COc1ccc(Br)c(C)c1,-7,-4%,55,-11%
Cc1ccc(CNC(=O)c2nnn(-c3cccc(C)c3)c2N)cc1,5,-2%,61,-5%
CN(C)S(=O)(=O)c1ccc(C(=O)OCC(=O)NC(=O)NCc2ccccc2)cc1,3,4%,-19,0%
Cc1csc(SCC(=O)NCCc2ccc(Cl)cc2Cl)n1,-2,-5%,0,.
CC(=O)NCCC(=O)Nc1ccc(F)cc1C,-5,-4%,-19,-7%
O=C(Nc1c2c(nn1-c1ccc(Cl)cc1)CS(=O)(=O)C2)c1ccc2c(c1)OCO2,9,-10%,16,2%
O=C(Nc1ccccn1)NC1CCS(=O)(=O)C1 (stereo not given),1,-3%,-28,-7%
N#Cc1ccc(Cl)cc1NC(=O)COC(=O)c1ccc(S(=O)(=O)N2CCCC2)cc1,-10,-4%,-30,3%
CC1=CC(C)(C)NC(=S)N1c1ccccc1,-4,1%,-10,-10%
COc1ccc(OC)c(S(=O)(=O)N(C)CC(=O)Nc2ccccc2OC)c1,9,-8%,8,-4%
C/C(=N/OCO/N=C(\C)c1ccc(F)cc1F)c1ccc(F)cc1F,-8,-3%,-1,.
FC(F)(F)c1nc(N2CCCC2)ncc1-c1nnnn1-c1ccccc1,13,3%,80,-3%
CCCn1c(C)cc(C(=O)COc2ncnc3sccc23)c1C,0,-5%,1,-3%
CC1CN(S(=O)(=O)c2ccc(C(=O)Nc3sccc3C(N)=O)cc2)CC(C)O1 (stereo not given),.,-5%,?,.
OCCN1CCN(CC(O)COCc2ccc3c(c2)OCO3)CC1 (stereo not given),2,3%,-26,.
COc1ccccc1NC(=S)NNC(=O)c1cc(C)n(C)n1,-4,-9%,18,14%
CC1(C)Cc2c(c(-c3ccco3)[nH]c(=O)c2C#N)CS1,-9,-16%,-21,-20%
C=CCOc1ccc(CNn2nnnc2N)cc1,-2,-2%,11,-2%
O=C(c1cc2ccccc2oc1=O)N(Cc1cccs1)Cc1ccccc1Cl,?,0%,?,.
CC1CCC(C(C)(C)O)CC2=C1CCC2C (stereo not given),.,1%,.,-4%
CCOC(=O)N1CCN(S(=O)(=O)c2ccc(F)c(C(=O)Nc3cccc(C)c3C)c2)CC1,1,-1%,51,5%
COc1ccc(OC)c(NC(=O)C(CCS(C)(=O)=O)NC(C)=O)c1 (stereo not given),-9,0%,28,-2%
O=C(CSc1nnc(-c2ccccc2)o1)N1CCOCC1,3,-7%,17,-3%
Cc1ccc(Nc2nc(N)nc(CN3CCc4ccccc4C3)n2)cc1,-3,-1%,-29,51%[activator]
CN(CC(=O)Nc1cccc(F)c1)C(=O)CCCc1cccs1,-3,2%,-22,.
CCn1nc(C(=O)N2CCN(Cc3ccc4c(c3)OCO4)CC2)c2ccccc2c1=O,-4,-2%,?,17%
Cn1c(=O)[nH]c(=O)c2c1nc(SCC(O)CO)n2Cc1ccccc1Cl (stereo not given),-6,-3%,1,-2%
CCNS(=O)(=O)c1cccc(C(=O)c2c(C)cc3ccccn23)c1,.,-6%,-90*,.
COC(=O)c1cn(NC(=O)/C=C/c2ccc(OC)c(OC)c2)c(=O)c2ccccc12,1,2%,-25,.
Cc1onc(-c2ccccc2Cl)c1C(=O)NCCn1ccc2ccccc21,11,-12%,-13,-1%
C=CCOc1cccc(C2C(C(=O)c3ccco3)=C(O)C(=O)N2CCN2CCOCC2)c1 (stereo not given),-4,-1%,-24,-6%
CC1(C)Cc2c(C#N)c(N3CCN(C(=O)c4ccccc4Cl)CC3)nc(-c3ccco3)c2CS1,1,?,20,?
C#CCOCCOCCOCCNc1nc(N2CCN(C(=O)[C@H](C)n3cc(CCCN=C(N)N)nn3)CC2)nc(N2CCN(C(=O)[C@H](C)n3cc(CCCN=C(N)N)nn3)CC2)n1,.,2%,-4,.
O=C(c1ccco1)N1CCN(c2cc(=O)n(C3CCCCC3)c(=O)[nH]2)CC1,-1,2%,18,-6%
N#Cc1ccccc1CSc1ccc(-c2nc3ccccc3[nH]2)cn1,2,0%,?,28%
CSC(=S)N/N=C/c1c[nH]c2ccccc12,2,-27%,-15,.
O=C(c1cccc(S(=O)(=O)N2CCCCC2)c1)N1CCCCC1,4,1%,?,4%
O=C1ON=C(c2ccccc2)/C1=C/c1ccc(-c2ccccc2[N+](=O)[O-])o1,.,-2%,-10,.
COc1cccc(NC(=O)C2CC(=O)N(C)C(=Nc3cccc(F)c3)S2)c1 (stereo not given),4,-14%,7,17%
CCN(CC)C(=O)c1sc2nc(N3CCOCC3)c3c(c2c1N)CCCC3,-20,-4%,?,?
CCOC(=O)c1sc(NN=C(C(=O)OC)C(=O)OC)c(C(=O)OCC)c1C,-3,-2%,-30,.
O=C(Nc1ccc(Cl)cc1Cl)c1ccc(-c2ccccc2)cc1,.,3%,30,.
CCOC(=O)c1ccc(NCn2c(=O)oc3ccccc32)cc1,-2,-8%,11,-13%
Cc1nn(-c2ccccc2)c(C)c1/C=N/NC(=O)CSc1nc2ccccc2c(=O)n1-c1ccccc1,.,0%,-7,.
Cn1c(SCc2ccccc2F)nc2cccnc21,-2,0%,0,8%
COc1cc(/C=N/Nc2ccc([N+](=O)[O-])cc2S(=O)(=O)N2CCOCC2)cc(OC)c1OC,2,-2%,17,.
C=CCn1c(C)cc(C(=O)COc2ccc(S(=O)(=O)N3CCCC3)cc2[N+](=O)[O-])c1C,.,-2%,25,.
COCc1[nH]nc2c1C(c1ccnc3ccccc13)C(C#N)=C(N)O2 (stereo not given),20,1%,?,2%

# (further entries)
SMILES,IMPase inh,ALOX12 inhib,PNC inhibitor,15-hLO-2 inh
Nc1cc(=O)[nH]c(=S)n1-c1cccc(C(F)(F)F)c1,0,-2%,57,4%
COc1ccc(N(C(=O)Cc2cccs2)C(C(=O)NC2CCCCC2)c2cccn2C)cc1 (stereo not given),2,-3%,37,-3%
O=C(CN1CCN(S(=O)(=O)c2ccc(Cl)cc2)CC1)Nc1ccc(F)cc1F,6,-19%,0,7%
O=C1c2ccccc2C(=O)N1n1c(=O)[nH]c2ccccc2c1=O,-11,0%,-10,-4%
CC(C)c1nc2sc3c(=O)[nH]c(=S)[nH]c3c2c2c1CCC2,.,-11%,42,.
CCC1=Nc2cc(C(=O)NCCCOC)ccc2Sc2ccccc21,1,6%,?,-2%
C=CCn1c(CCNC(=O)c2cccs2)nnc1SCC(=O)c1cccc([N+](=O)[O-])c1,11,2%,9,-15%
Cc1cc(CN2C(=O)c3ccccc3C2=O)on1,5,-1%,?,-1%
COc1cc(NC(=O)C2CC(=O)NC3=C2C(=O)CCC3)cc(OC)c1 (stereo not given),4,3%,-24,.
CCn1nc(C(=O)OCC(=O)N2c3ccccc3CC2C)c2ccccc2c1=O (stereo not given),-1,-8%,-9,-5%
Cc1onc(-c2c(F)cccc2Cl)c1C(=O)NCc1ccccn1,3,0%,-21,-3%
CCCCNC(=O)OCC(CC)NC(=O)OCC(C)C (stereo not given),7,6%,39,1%
CCC/C(O)=C1\C(=O)CC(C)(C)CC1=Nc1ccc(OC)cc1OC,-4,-7%,-139*,-9%
Cc1ccc2nc3c(c(Nc4ccc5c(c4)OCCO5)c2c1)CCC3,.,-2%,13,.
COc1cccc(C2CC(=O)NC3=C2C(=O)CCC3)c1 (stereo not given),3,-3%,46,-1%

# A different layout for 16 compounds above:
smiles	IMPase inh	ALOX12 inhib	PNC inhibitor	15-hLO-2 inh
COCc1[nH]nc2c1C(c1ccnc3ccccc13)C(C#N)=C(N)O2 (stereo not given)	20	1%	?	2%
Nc1cc(=O)[nH]c(=S)n1-c1cccc(C(F)(F)F)c1	0	-2%	57	4%
COc1ccc(N(C(=O)Cc2cccs2)C(C(=O)NC2CCCCC2)c2cccn2C)cc1 (stereo not given)	2	-3%	37	-3%
O=C(CN1CCN(S(=O)(=O)c2ccc(Cl)cc2)CC1)Nc1ccc(F)cc1F	6	-19%	0	7%
O=C1c2ccccc2C(=O)N1n1c(=O)[nH]c2ccccc2c1=O	-11	0%	-10	-4%
CC(C)c1nc2sc3c(=O)[nH]c(=S)[nH]c3c2c2c1CCC2	.	-11%	42	.
CCC1=Nc2cc(C(=O)NCCCOC)ccc2Sc2ccccc21	1	6%	?	-2%
C=CCn1c(CCNC(=O)c2cccs2)nnc1SCC(=O)c1cccc([N+](=O)[O-])c1	11	2%	9	-15%
Cc1cc(CN2C(=O)c3ccccc3C2=O)on1	5	-1%	?	-1%
COc1cc(NC(=O)C2CC(=O)NC3=C2C(=O)CCC3)cc(OC)c1 (stereo not given)	4	3%	-24	.
CCn1nc(C(=O)OCC(=O)N2c3ccccc3CC2C)c2ccccc2c1=O (stereo not given)	-1	-8%	-9	-5%
Cc1onc(-c2c(F)cccc2Cl)c1C(=O)NCc1ccccn1	3	0%	-21	-3%
CCCCNC(=O)OCC(CC)NC(=O)OCC(C)C (stereo not given)	7	6%	39	1%
CCC/C(O)=C1\C(=O)CC(C)(C)CC1=Nc1ccc(OC)cc1OC	-4	-7%	-139*	-9%
Cc1ccc2nc3c(c(Nc4ccc5c(c4)OCCO5)c2c1)CCC3	.	-2%	13	.
COc1cccc(C2CC(=O)NC3=C2C(=O)CCC3)c1 (stereo not given)	3	-3%	46	-1%

# Later entries
SMILES,IMPase inh,ALOX12 inhib,PNC inhibitor,15-hLO-2 inh
COc1ccc(S(=O)(=O)NCC(c2cccnc2)N2CCN(c3ccccc3OC)CC2)cc1C (stereo not given),-3,2%,-13,2%
N#CC1=C(N)C2=CCCC[C@H]2[C@H](c2ccc(Br)cc2)C1(C#N)C#N,-4,?,31,.
COc1cccc(/C=N/NC(=O)c2ccc([N+](=O)[O-])cc2Cl)c1O,.,-2%,7,.
COc1ccc(Nc2c3c(c(C#N)c4nc5ccccc5n24)CCC3)cc1,7,-2%,8,-26%
O=C1C2=C(SCCS2)C(=O)N1c1ccccc1,12,-2%,-21,-3%
COc1ccccc1Oc1cc(-n2nc(C)cc2C)ncn1,.,0%,101,.
Nc1cc(OC(=O)c2ccco2)nn1S(=O)(=O)c1ccc(F)cc1,-4,-6%,17,-3%
CCS(=O)(=O)Nc1ccc(-c2nnc(SCC(=O)OC)o2)cc1,2,0%,11,-3%
CC(C(N)=O)N1C(=O)C2C3C=CC(C3)C2C1=O (stereo not given),-5,6%,41,4%
